Yeast growth inh – growth inhibitors of yeast BB579 in restrictive medium, primary screen, yeast lifespan-shortening project, S. cerevisiae; OD615, 48 h; inhibition, % at 10 µM; 140,000 compounds, 0.51% hits; AID 804, 2007;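 active means inhibition above a set limit, 3 SD over the mean compound inhibition, cut at about 44% in these data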; further: inactives centre near -24
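System: Saccharomyces cerevisiae DeaD strain BB579, replicative lifespan model yeast | Buffer or medium: Restrictive glucose-based CSMM-D medium | Times: 4 h preincubation and 48 h exposure at 30 °C | Detection: OD615 turbidity measurement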
E-sel TNF inh – E-selectin induction blockers in HUVEC – imaging, immunofluorescence, high content, primary screen. HUVEC TNFa-induced E-selectin immunofluorescence. inhibition, % at 2 µM. 120,000 compounds, 0.71% hits;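 active means inhibition above the batch mean plus 3 SD, and confirmed as a hit on visual image review, cut at about 43% in these data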;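 further: 0% = TNF-stimulated DMSO wells and 100% = unstimulated control wells; not every result past the cut was called active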
bCat KO growth – primary screen for growth suppressors in beta-catenin knockout HCT116 cells (colon tumor, human). HCT116 beta-catenin knockout viability, CellTiter-Glo, 60 h; stronger effect = lower value. viability, % at 10 µM. 140,000 compounds, 1.5% hits. AID 818, 2007;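 active means viability at or under a set limit, the compound median less 4 SD, cut at about 6% in these data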;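 further: 0% = Hyamine 1622 control at 20 µM and 100% = untreated cell control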
GALR2 blocker – GALR2 antagonists in receptor-expressing cells, primary screen; Galanin receptor type 2 (Homo sapiens), O43603; antagonist mode; inhibition, % at 4 µM; 140,000 compounds, 0.39% hits; AID 828, 2007; in the data active means inhibition above about 27%;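 further: cells stimulated with galanin 1-16 at roughly its EC80; 0% = agonist challenge control and 100% = basal control without agonist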
Target sequence (O43603 whole entry, looked up): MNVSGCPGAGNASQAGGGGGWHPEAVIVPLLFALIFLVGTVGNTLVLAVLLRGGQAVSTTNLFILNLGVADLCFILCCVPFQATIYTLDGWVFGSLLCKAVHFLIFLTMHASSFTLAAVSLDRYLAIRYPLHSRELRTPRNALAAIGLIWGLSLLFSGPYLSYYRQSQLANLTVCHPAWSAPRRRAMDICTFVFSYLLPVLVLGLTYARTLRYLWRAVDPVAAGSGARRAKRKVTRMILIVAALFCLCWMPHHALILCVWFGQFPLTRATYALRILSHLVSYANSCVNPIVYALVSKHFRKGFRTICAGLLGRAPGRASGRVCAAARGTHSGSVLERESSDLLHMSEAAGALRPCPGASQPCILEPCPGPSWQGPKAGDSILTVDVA
PTEN del growth – growth suppression of PTEN-null HCT116, primary screen, cell-based, CellTiter-Glo | AID 827, 2007 | viability, % at 10 µM | HCT116 PTEN-null viability, 60 h; stronger effect = lower value | 140,000 compounds, 1.2% hits;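 active means viability at or below a set limit, 4 SD under the median of all tested compounds, cut at about 3.7% in these data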;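 further: PTEN knockout HCT116 line with beta catenin targeted HCT116 as companion control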
Yeast life ext – compounds extending yeast replicative lifespan, primary screen, S. cerevisiae, OD615; S. cerevisiae growth with nicotinamide; deaD strain in restrictive glucose medium; inhibition of the nicotinamide effect, % at 10 µM; 130,000 compounds, 0.68% hits;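 active means inhibition above a set limit, placed 3 SD over the median of all compounds, cut at about 26% in these data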;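 further: 0% = nicotinamide-treated wells and 100% = cells grown without nicotinamide; some compounds called inactive have numbers as strong as hits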
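System: Modified budding yeast, DeaD strain | Buffer or medium: Restrictive glucose medium | Also added: 1.5 mM nicotinamide | Doses: 10 µM single point, 0.25% DMSO | Schedule: 48 h compound exposure at 30 °C, humidified | Detection: Absorbance at 615 nm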
Measles CPE – compounds protecting cells from measles virus cytopathic effect, primary screen, measles RdRp inhibitor project, single point, MLSMR library, absorbance | Measles virus-infected cells, CPE protection | protection (pct of control), % at 4 µM | 140,000 compounds, 1.5% hits; in the data active means protection mostly above about 24%, no sharp cut-off; inactive means mostly below about 26%; further: some compounds called inactive have numbers as strong as hits
NPY Y2 blocker – NPY-Y2 receptor antagonists, primary screen, cell-based; Neuropeptide Y receptor type 2 (Homo sapiens), P49146; 140,000 compounds, 0.99% hits; inhibition, % at 2.7 µM; NPY-Y2 expressing cells, antagonist mode; in the data active means inhibition above about 17%;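 further: 0% = vehicle with agonist challenge and 100% = reference antagonist with challenge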
Target sequence (P49146 whole entry, looked up): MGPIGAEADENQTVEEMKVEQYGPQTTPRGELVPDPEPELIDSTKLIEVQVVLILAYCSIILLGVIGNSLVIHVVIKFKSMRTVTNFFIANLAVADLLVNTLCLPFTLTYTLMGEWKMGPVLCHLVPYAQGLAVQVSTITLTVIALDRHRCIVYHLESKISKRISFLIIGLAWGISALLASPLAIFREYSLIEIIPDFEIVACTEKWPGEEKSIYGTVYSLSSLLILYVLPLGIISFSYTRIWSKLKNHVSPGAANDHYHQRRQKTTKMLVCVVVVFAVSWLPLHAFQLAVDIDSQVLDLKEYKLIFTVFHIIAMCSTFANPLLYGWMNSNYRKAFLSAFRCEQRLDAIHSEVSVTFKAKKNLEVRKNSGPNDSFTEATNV
MRP1 act – H69AR viability gain despite doxorubicin, primary screen, MRP-1 activator project, H69AR cells, CellTiter-Glo. viability rescue. viability increase, % at 10 µM. 140,000 compounds, 0.61% hits. AID 799, 2007;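 active means viability gain under doxorubicin at or above a set limit, the compound median plus 3 SD, cut at about 4.7% in these data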;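 further: MRP-1 overexpressing cells given doxorubicin 25 µM after compound pretreatment; 18-22 h compound pretreatment then 72 h with doxorubicin before readout; 0% = doxorubicin-only wells and 100% = vehicle-treated cells without doxorubicin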
Phagocytosis inh – inhibitors of macrophage phagocytosis, primary screen, imaging, J774A.1 cells, IgG beads. 110,000 compounds, 0.07% hits. J774A.1 macrophage IgG-bead phagocytosis. AID 1029, 2008. inhibition, % at 5 µM;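 active means inhibition above the mean of the plate negative controls plus 5 SD, cut at about 13% in these data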;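 further: phagocytic index as fraction of beads internalized from green versus red external bead signal; plate controls were DMSO negative control for no effect and cytochalasin-D positive control for full effect; some results beyond the cut were filed as inactive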
* marks the source's active call; other numbers are inactive results; · = no result given.

SMILES	Yeast growth inh	E-sel TNF inh	bCat KO growth	GALR2 blocker	PTEN del growth	Yeast life ext	Measles CPE	NPY Y2 blocker	MRP1 act	Phagocytosis inh
CNc1nc(C)cc(C)c1S(=O)(=O)c1ccc(Cl)cc1	0	12	97	-7	92	-9	2	5	-1.7	·
COc1cc(CNc2cccc(F)c2)cc(Br)c1O	-64	·	87	5	88	-3	10	0	-1.1	0
COc1ccc(CN(Cc2nc3ccccc3c(=O)[nH]2)C(=O)NC2CCCCC2)cc1	-26	-11	84	-21	95	-6	20	1	-1.4	-1
COc1ccc(/C=C2/C(=O)N(c3nc4ccccc4s3)N=C2CSc2ccc(Cl)cc2)cc1	-18	·	97	-10	93	7	21	3	2.9	·
O=C(CN1CCN(C(=O)N2CCOCC2)CC1)Nc1ccc(Br)cc1	-1	16	85	2	88	-18	24	-1	-0.4	2
Cc1nn2c3ccccc3nc2c2ccccc12	79*	9	61	-9	72	-12	14	4	-5.4	-1
O=C1c2ccccc2C(=O)N1CCCc1nc(-c2cccnc2)no1	0	-30	90	-9	98	-23	9	4	-1.6	0
Cc1c(C#N)c(N=CN(C)C)c(C(=O)c2ccc(Br)cc2)n1-c1ccc(Cl)cc1	18	-24	62	5	55	-3	17	-1	-1.6	0
CCCCc1ccc(Nc2ncccc2C#N)cc1	-13	-22	72	-2	73	-11	22	0	-2.0	·
CS(=O)(=O)N(Cc1ccccc1)c1ccccc1C(=O)N1CCN(c2ccccc2)CC1	-26	-4	86	-2	81	-3	30	0	-3.0	-3
Nc1nonc1C(=O)NCCNCc1ccccc1OCc1ccccc1F	-21	-13	68	6	59	-13	12	16	-0.8	-1
NNC(=O)CN1C(c2ccc(Br)cc2)=Nc2ccc(Br)cc2C1c1ccccc1 (stereo unspecified)	-10	-16	77	3	75	3	27	2	2.5	-11
Cc1ccsc1/C=N/n1c(-c2ccccc2)n[nH]c1=S	-38	8	98	5	103	-4	16	4	0.4	3
O=C1CN(C(=O)c2cccs2)c2ccccc2N1	-25	1	90	19	80	-11	29	2	-0.5	0
CCCCCOC(=O)c1[nH]c2c(c1C)C(=O)CC(c1ccco1)C2 (stereo unspecified)	-26	32	10	35*	15	-3	0	8	-3.5	·
O=C(CSc1nnc(Cc2ccccc2)n1-c1cccc(Cl)c1)N1CCOCC1	-31	-3	95	-6	94	-8	8	0	-2.3	0
CC1=CCC2C(=O)N(c3nc4ccccc4n3C)C(=O)C2C1 (stereo unspecified)	-65	-18	95	0	109	7	8	1	-1.5	-2
O=C(CNC(=O)c1ccco1)OCC(=O)c1ccccc1	-5	·	81	5	86	-11	43	1	0.6	0
COc1ccc(NC(=O)CSc2nc3ccccc3c(=O)n2Cc2cccs2)c(OC)c1	-19	·	79	8	88	1	4	5	-0.6	-3
Cc1nn(CC(O)Cn2c3c(c4ccccc42)CCN(C)C3=O)c(C)c1Br (stereo unspecified)	-42	26	79	0	69	7	10	10	-0.4	-1
CC1(C)N=C(N)N=C(N)N1c1ccccc1	-20	9	22	2	20	-5	6	0	-2.0	0
C[C@@]12CC(=O)NC1N(C(=O)c1cccc(C(F)(F)F)c1)C(c1ccccc1OC(=O)c1cccc(C(F)(F)F)c1)C2 (stereo partly specified)	-50	4	63	-13	71	1	8	-1	-0.6	0
Cc1ccc(NC(=S)N/N=C/c2ccc(Cl)c([N+](=O)[O-])c2)cc1	-5	12	95	-4	95	-17	21	1	-0.3	1
CCOC(=O)c1c(NC(=O)CSc2c[nH]c3ccccc23)sc2c1CCC2	-18	-7	88	10	83	2	5	2	-1.3	·
CCC(c1nnnn1C1CCCC1)N1CCN(c2ccccc2)CC1 (stereo unspecified)	-31	-14	79	-2	83	-1	8	9	-1.2	0
CC(C)C(=O)NC(=S)Nc1nnn(C)n1	10	·	102	-2	101	1	37	1	-0.6	-6
O=C(Nc1ccc(Cl)cc1)[C@@H]1[C@@H]2C(=O)N(c3ccc(Cl)cc3)C(=O)[C@@H]2[C@H]2C=CC=NN21	-17	21	99	-6	93	-4	1	0	-1.7	-2
CC1=Nc2nc(N3CCCCC3)c(C#N)c3c4c(nc(c23)N1)N(c1ccc(C(C)C)cc1)C(=O)C4	-48	-38	71	6	84	5	6	-3	-5.3	-4
O=c1[nH]c2ccccc2nc1Cc1ccccc1	-72	1	102	-5	112	43*	17	1	-1.4	-1
CCN(CC)C(=O)CSc1nnc(C2CCCCC2)o1	-10	-6	81	5	89	9	20	1	-2.0	·
Cc1ccc(/C=C/C(=O)OCC(=O)Nc2ccccc2Sc2ccccc2)cc1	-28	·	90	20	93	10	5	11	0.8	-1
O=C(NCc1cccnc1)c1cccc2c1C(=O)N(Cc1cccnc1)C2	-25	·	88	7	99	-3	12	1	-2.1	-1
COc1cc(/C=N/NC(=O)CCN2CCN(c3ccccc3)CC2)cc(OC)c1OC	-20	·	92	4	95	0	8	1	-1.3	-6
Cc1ccc(NC(=S)Nc2ccc(Cl)c(Cl)c2)c(OC(F)F)c1	85*	-8	72	1	70	-8	2	4	-6.2	-3
CCOC(=O)/C=C1\SCC(=O)N1CC(=O)Nc1ccc(C(C)C)cc1	-11	-5	89	-2	110	-2	16	-1	-0.2	0
O=C(O)CCc1ccc(-c2cccs2)n1Cc1ccco1	-59	·	92	-7	87	-29	7	14	-2.7	4
CCOc1ccc(C2CC(c3ccc(F)cc3)n3ncnc3N2)cc1 (stereo unspecified)	-34	-13	99	3	90	11	8	3	-1.4	·
Cc1c(NC(=O)/C(C#N)=C/c2cccs2)c(=O)n(-c2ccccc2)n1C	-34	-5	93	5	97	0	10	2	-4.0	-6
Cc1c(Cl)cccc1NC(=O)c1cc(-c2ccccc2O)n[nH]1	-25	-7	70	9	57	-3	5	10	-6.1	0
CCOc1ccc(OCC)c(NC(=O)C(NS(=O)(=O)c2ccc3c(c2)oc(=O)n3C)C(C)C)c1 (stereo unspecified)	-25	2	89	6	100	-2	4	2	-2.8	2
CCOc1ccc(C(c2c(NC(=O)c3ccccc3)sc(C)c2C)N2CCN(CCO)CC2)cc1 (stereo unspecified)	-6	·	38	-12	44	1	4	0	-4.3	-10
CCn1c2ccccc2c2nnc(SCC(=O)c3ccccc3)nc21	-8	5	96	-10	85	23	3	0	-1.7	0
Cc1ccccc1-c1noc(-c2ccccc2C(=O)N2CCCC2)n1	-35	6	98	8	91	5	·	0	-0.8	0
COc1ccc(CCC(C)Nc2ccc(F)c(F)c2)cc1 (stereo unspecified)	-52	·	94	3	92	-4	20	-1	-0.3	-14
O=c1sc(N2CCN(c3ccc(F)cc3)CC2)nc2ccsc12	-8	·	90	-11	81	-11	15	4	-0.3	0
CCN(CC)C1=CC2=CC(=C(C#N)C#N)CCC2CC1 (stereo unspecified)	-22	-4	97	5	84	-4	39*	2	-0.3	-7
CC(C)(C)NC(=O)Cn1nnc(-c2ccc(S(C)(=O)=O)cc2)n1	2	-25	99	-1	104	-8	8	0	-0.7	0
CCOC(=O)C(NS(=O)(=O)c1ccccc1)(C(F)(F)F)P(=O)(OC(C)C)OC(C)C (stereo unspecified)	-23	-24	88	13	90	5	1	1	-0.5	-1
Cc1ccc(C2C(C#N)=C(N)Oc3c2sc2ccccc32)o1 (stereo unspecified)	-66	-3	69	9	72	18	14	-2	-1.6	0
C/C(Cl)=C/Cn1c(N2CCCC2)nc2c1c(=O)n(C)c(=O)n2C	-49	15	86	-9	91	-11	2	2	-2.1	-1

Arranged by formula weight (low to high): part of the list above.
SMILES	Yeast growth inh	E-sel TNF inh	bCat KO growth	GALR2 blocker	PTEN del growth	Yeast life ext	Measles CPE	NPY Y2 blocker	MRP1 act	Phagocytosis inh
O=c1sc(N2CCN(c3ccc(F)cc3)CC2)nc2ccsc12	-8	·	90	-11	81	-11	15	4	-0.3	0
CCn1c2ccccc2c2nnc(SCC(=O)c3ccccc3)nc21	-8	5	96	-10	85	23	3	0	-1.7	0
CCOC(=O)C(NS(=O)(=O)c1ccccc1)(C(F)(F)F)P(=O)(OC(C)C)OC(C)C (stereo unspecified)	-23	-24	88	13	90	5	1	1	-0.5	-1

Later entries:
SMILES	Yeast growth inh	E-sel TNF inh	bCat KO growth	GALR2 blocker	PTEN del growth	Yeast life ext	Measles CPE	NPY Y2 blocker	MRP1 act	Phagocytosis inh
O=[N+]([O-])c1ccc(/C=C/c2ccc3cccc([N+](=O)[O-])c3n2)cc1	-54	·	82	12	84	0	5	-1	-2.1	-5
Cc1ccc(C2(CCN)CCOC(C(C)C)C2)cc1 (stereo unspecified)	-18	2	80	-7	68	11	35	4	-0.6	-7
Cc1ccc(CNC(=O)C2(c3cccs3)CCOCC2)cc1	-16	-29	88	-6	98	-1	16	2	-0.5	-1
Cc1cccc(OCC(=O)Nc2nc3ccc([N+](=O)[O-])cc3s2)c1	-6	-12	94	-6	100	-10	12	3	-2.3	-3
Cc1ccc(NCC(=O)N/N=C\C(Br)=C\c2ccccc2)cc1	-4	-18	2.6*	-10	2.7*	-2	13	-1	-1.5	0
CCc1ccc(C(=O)C(C)OC(=O)C2COc3ccccc3O2)cc1 (stereo unspecified)	-35	-27	109	4	101	0	7	4	-1.9	-7
CC(C)CCSc1nc(N2CCOCC2)c2c(c1C#N)CC(C)(C)OC2	-43	-22	72	-16	65	-2	10	0	-5.5	-1
COCCn1c(C)cc(C2=NNC(=Nc3ccccc3F)SC2)c1C	-13	13	84	7	79	-6	4	3	-1.6	1
CCOc1ncccc1C(=O)OCC(=O)NCCc1ccccc1	-23	53	97	6	92	-5	1	3	-1.8	-1
C=CCn1c(-c2ccc(Cl)cc2)ccc(C#N)c1=O	1	11	89	2	75	0	21	15	-1.8	·
CCOC(=O)/C(O)=C/c1ncc(C(F)(F)F)cc1Cl	-55	-17	94	-10	96	-18	19	-1	-2.9	·
O=C(Nc1scc(-c2ccc(F)cc2)c1C(=O)O)c1ccco1	-18	20	101	-2	85	97*	4	1	-2.0	1
O=C1N(c2ccccc2)C(c2ccc(Cl)cc2)N2CCCN12 (stereo unspecified)	7	19	82	1	81	-1	9	2	-1.2	-4
CCOC(=O)N1CCN(CC(=O)Nc2c(C(=O)OC)[nH]c3ccc(Cl)cc23)CC1	-28	-3	65	-4	62	-25	16	-1	-2.1	1
CC(=O)Nc1nc(C)c(Oc2ccccc2)c(=O)[nH]1	-40	5	99	-15	102	81*	6	-2	-1.6	-4
O=C(CCN1CCCC1)Nc1cccc(Br)c1	13	-25	104	0	107	-3	3	0	-2.3	-1
COC(=O)c1ccccc1NC(=S)NC(=O)CC(C)C	-20	-21	108	-13	100	-7	7	5	-1.1	·

Outcome played no part in choosing rows; any-hit rate near 6.4%.
